Myeloid diff MLP = compounds promoting myeloid differentiation | ER-HoxA9 myeloid progenitors, lysozyme-GFP differentiation, flow cytometry | 360,000 compounds, 1% hits | calls only at 10 µM | AID 624256;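 active means normalized GFP-positive differentiation at or above the plate's own cutoff, the solvent-only control mean plus 3 SD; inconclusive means no clear call, values can overlap the other calls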;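 further: cells exposed to compound for four days before flow analysis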
XIAP displacement = XIAP antagonists, biochemical, IAP family, fluorescence polarization (AID 1018); XIAP BIR domain, fluorescence polarization peptide displacement; higher % means a stronger effect; 200,000 compounds, 0.007% hits; one-dose displacement, % at 20 µM; IC50 in µM for titrated hits; in the data active means displacement above about 50%; further: a part of the inactive calls stands beside numbers as strong as those of hits
LYP inhibition = PTPN22 lymphoid phosphatase activity blockers – biochemical, fluorescence intensity, uHTS (AID 1779); 290,000 compounds, 0.054% hits; recombinant LYP phosphatase, fluorescence intensity; higher % means a stronger effect; inhibition, % at 11.5 µM; hits with a dose series show IC50 in µM;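 further: plate controls were vehicle with enzyme for no effect and no enzyme for full effect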
Dengue-2 NS5 capping = Dengue-2 NS5 methyltransferase inhibitors, primary screen, biochemical, confirmation dose response (AID 588689); 340,000 compounds, 0.3% hits; inhibition, % at 25 µM, or IC50 in µM where a hit was titrated; Dengue-2 NS5 methyltransferase capping enzyme assay, biochemical; higher % means a stronger effect; in the data active means a potency from the dose series; inconclusive means inhibition above about 29% without an active follow-up result
HIV fusion peptide = cell-free HIV fusion peptide-binding blockers – biochemical, uHTS, fluorescence dequenching, primary screen (AID 1986); one-dose inhibition, % at 20 µM; IC50 in µM for titrated hits; 290,000 compounds, 0.3% hits; cell-free peptide binding, fluorescence dequenching, 30 min; higher % means a stronger effect; in the data active means inhibition mostly above about 52%, no sharp cut-off; inactive means mostly below about 76%; further: some results filed as inactive read as strong as hits
AID2073 = inhibitors of Mint1-CaV2.2 protein interaction, biochemical, HTRF (AID 2073); HTRF protein-protein interaction, Mint1-CaV2.2; higher % means a stronger effect; inhibition, % at 20 µM, or IC50 in µM where a hit was titrated; 290,000 compounds, 0.19% hits; in the data active means inhibition mostly above about 51%, no sharp cut-off; inconclusive means no clear call, values can overlap the other calls; inactive means mostly below about 53%; further: some results filed as inactive read as strong as hits
HEK293 NOD2/NF-kB = inhibition of NOD2-driven NF-kB reporter – cell-based, luminescence, uHTS, HEK293 (AID 1566); inhibition, % at 4 µM; hits with a dose series show EC50 in µM; 290,000 compounds, 0.63% hits; HEK293 NOD2/NF-kB luciferase reporter, luminescence; higher % means a stronger effect; further: many of its hits are not listed in these tables
Lipid droplet = modulators of hepatic lipid droplet formation; AML12 mouse hepatocytes, oleate lipid droplets, BODIPY imaging; 240,000 compounds, 0.4% hits; inhibition, % at 6.5 µM;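 active means lipid droplet intensity inhibited by at least 50%, with more than 500 cells counted; inconclusive means wells with under 300 cells, treated as cytotoxic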
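System: AML12 hepatocytes (mouse). Probe or stimulus: oleic acid at 100 µM to induce lipid droplet formation. Times: overnight treatment with compound plus oleate. Detection: Image-based BODIPY and DAPI two-channel analysis. Evaluation: percent inhibition of filter-corrected integrated lipid droplet intensity per well.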
SIAH1 antagonists = blockers of Siah-1 interaction with plectin peptide – biochemical, fluorescence polarization, rhodamine-plectin, uHTS, primary screen (AID 1817); Siah-1 / rhodamine-plectin peptide fluorescence polarization; higher % means a stronger effect; displacement, % at 20 µM; hits with a dose series show IC50 in µM; 290,000 compounds, 0.02% hits;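 active means displacement of at least 50% at 20 µM, with a fluorescence ratio check between 0.3 and a set limit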;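 further: plate controls were Siah plus tracer with DMSO for no effect and tracer alone without Siah for full effect; strong numbers were not always called active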
Lipid droplet cells 6.5 µM = second read-out of Lipid droplet, no call of its own (marks repeat the call); cell count; measured here: cell count, cytotoxicity flag;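 cells counted across two imaged fields per well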
Dengue-2 NS5 capping pilot replicate = recorded beside Dengue-2 NS5 capping, whose call it bears; inhibition, %; measured here: pilot screen replicate inhibition
Myeloid diff MLP GFP+ MAC1+ % = further read-out of Myeloid diff MLP, marked with its call; GFP+ MAC1+ double positive, %; measured here: differentiation confirmed by MAC1 staining
The depositor's hits bear a star; i = inactive; ? = inconclusive; / = no result given. Unless noted, no stated cut-off is given here; in the data, active means inhibition above about 50%; inactive means the rest.

SMILES	Myeloid diff MLP	Myeloid diff MLP GFP+ MAC1+ %	XIAP displacement	LYP inhibition	Dengue-2 NS5 capping	HIV fusion peptide	AID2073	HEK293 NOD2/NF-kB	Lipid droplet	Lipid droplet cells 6.5 µM	SIAH1 antagonists	others
Cc1cc(C)c(N(C(=O)c2csnn2)C(C(=O)NC(C)(C)C)c2ccncc2)c(C)c1 (configuration not stated)	i	0.4	-9.4%	-10%	-4%	-2.4%	-18%	-13%	-20	725	-2%
O=C(NC(=S)NNC(=O)c1ccco1)c1ccc(F)cc1	i	0.0	/	-10%	2%	6.3%	-23%	16%	12	672	-4%
COC(CNC(=O)CNC(=S)N(Cc1ccccc1)Cc1cccnc1)OC	i	0.6	-2.1%	4%	-8%	-0.4%	-17%	7%	-15	558	0%
Cc1ccc(OC(C)C(=O)N2CC(=O)Nc3ccccc32)c(C)c1 (configuration not stated)	i	2.7	/	-2%	6%	1.0%	18%	-6%	-9	813	-5%
O=C(CN(CC1CCCO1)C(=O)CCC(=O)Nc1ccccn1)NCc1ccccc1 (configuration not stated)	i	2.5	-4.0%	-5%	-9%	1.2%	11%	-6%	-16	700	5%
COc1ccc(NC(=O)c2sc(NC(=O)COc3ccccc3)nc2C)cc1	i	0.4	-4.0%	3%	-5%	-0.7%	13%	5%	/	/	8%
COc1ccc(CC(=O)Nc2c3c(nn2-c2cccc(Cl)c2)CS(=O)C3)cc1 (configuration not stated)	i	1.1	-6.5%	2%	-1%	0.9%	8%	-2%	-2	781	3%
Cc1cccc2cc(CN(C(=O)c3cccc([N+](=O)[O-])c3)C(C)C)c(=O)[nH]c12	i	0.8	/	-2%	2%	0.5%	27%	-26%	-8	758	-6%
CN(C(=O)CSc1nc2cc(C(=O)O)ccc2c(=O)n1Cc1ccccc1)C1CCS(=O)(=O)C1 (configuration not stated)	i	0.0	-2.9%	-4%	1%	2.6%	-15%	16%	25	687	5%
CN(CC(=O)Nc1ccccc1F)Cc1cccs1	i	0.4	/	-5%	4%	-1.0%	-1%	-15%	12	765	-1%
CCC(=O)N1CCN(c2ccccc2NC(=O)c2cccc(C)c2)CC1	i	2.0	-4.0%	-2%	-1%	0.7%	3%	13%	-6	697	0%
O=C(O)C1CCCN1C(=O)Oc1ccccc1 (configuration not stated)	i	0.8	-3.7%	-10%	-2%	2.7%	-8%	10%	1	756	4%	Dengue-2 NS5 capping pilot replicate=-5.2
CN1Cc2cc(C(=O)c3cc(Cl)cc(CSc4ncccn4)c3O)cnc2NC1=O	/	/	-6.3%	-12%	/	1.3%	23%	-18%	/	/	-3%
O=C(N/N=C/c1ccc(O)c(O)c1)c1ccc(CSc2cccc3cccnc23)cc1	i	0.8	-7.2%	9%	-4%	11%	-7%	-15%	-1	726	42%
COc1ccc(NC(=O)O/N=C/c2ccccc2Cl)cc1	i	0.3	/	-6%	-2%	0.1%	3%	-23%	-11	695	1%
COc1ccc(S(=O)(=O)N2CCC(O)(c3ccc(Cl)cc3)CC2)cc1	i	0.8	-2.0%	-7%	-9%	17%	-2%	18%	/	/	-3%
COc1ccnc(Oc2cccc(C(F)(F)F)c2)c1C(=O)N/C=N/OCc1ccccc1F	i	0.1	-2.9%	4%	-5%	-0.5%	5%	15%	3	709	12%
COC(=O)c1ccccc1CON1C(=O)C(C)(C)N(OCc2ccccc2C(=O)OC)C(=O)C1(C)C	i	1.0	-6.8%	2%	-5%	-1.1%	-3%	-21%	/	/	-1%
CCC1(CC)C(=O)N(C)C(=O)NC1=Nc1ccccc1	i	0.9	1.1%	-8%	-1%	3.7%	5%	-5%	/	/	0%
CC1=NN(c2ccccc2)C(=O)/C1=C/C=C/c1ccccc1	i	0.8	1.2%	10%	1%	-2.2%	-16%	-52%	2	699	4%
CC(C)CCn1c(N2CCCC2)nc2c1c(=O)n(C)c(=O)n2C	i	0.8	/	-4%	-5%	-0.2%	15%	1%	16	796	-1%
COc1ccc(C)cc1NC(=O)c1nnn(CCc2ccccc2)c1N	i	2.8	-2.4%	-5%	-2%	-2.9%	-5%	16%	/	/	2%
Cc1cccc(-n2c(O)c(C=Nc3ccccc3N)c(=O)[nH]c2=O)c1	i	1.2	-2.6%	-1%	6%	0.3%	-2%	-26%	2	718	1%
CC(C)C(=O)N=C1SC2CS(=O)(=O)CC2N1Cc1ccccc1 (configuration not stated)	i	0.1	-7.3%	0%	-5%	5.2%	3%	-2%	-7	617	3%
COC(=O)c1cn(CCOc2ccccc2OC)c2ccccc12	i	0.6	-2.4%	-2%	-7%	-2.4%	-5%	10%	14	730	4%

Additional records:
SMILES	Myeloid diff MLP	Myeloid diff MLP GFP+ MAC1+ %	XIAP displacement	LYP inhibition	Dengue-2 NS5 capping	HIV fusion peptide	AID2073	HEK293 NOD2/NF-kB	Lipid droplet	Lipid droplet cells 6.5 µM	SIAH1 antagonists	others
Cc1c(N(C)S(=O)(=O)c2cc(C(=O)N3CCCC3)ccc2Cl)c(=O)n(-c2ccccc2)n1C	i	3.8	/	-22%	-6%	-0.3%	8%	17%	2	829	6%
CC(C)C(=O)Nc1c(-c2ccccc2F)c(=O)c2ccccc2n1C	i	0.4	/	-13%	-7%	-0.6%	18%	-15%	/	/	-7%
CC(=O)C1=C(O)C(=O)N(CCC(=O)O)C1c1ccccc1Cl (configuration not stated)	i	7.5	1.7%	-2%	-9%	-0.9%	3%	17%	-6	763	4%
COc1ccc(/C=C2\SC(=O)N(CC(=O)NC3CCS(=O)(=O)C3)C2=O)cc1 (configuration not stated)	?	/	/	-6%	3%	0.4%	-1%	16%	-3	729	0%
CSc1nc(N)c(NC(=O)c2ccc(Br)o2)c(=O)[nH]1	i	0.7	/	-16%	1%	-0.9%	9%	9%	13	828	-7%
Cc1ccc(S(=O)(=O)N2CCC(C(=O)N[C@@H](C)C(=O)NC3CCS(=O)(=O)C3)CC2)cc1 (some centres not stated)	/	/	-4.9%	-6%	/	0.5%	-1%	-6%	-23	760	-2%
CCN1CCN(C(=O)CN(c2ccccc2C)S(C)(=O)=O)CC1	i	0.3	-4.9%	-10%	5%	-2.4%	0%	1%	13	675	-2%
CCn1c(=O)c(C(=O)Nc2ccsc2C(=O)OC)c(O)c2ccccc21	/	/	-5.2%	-6%	/	0.2%	-2%	2%	-9	568	4%
CC(C)(C)C(Cn1ccnc1)NC(=O)c1ccc2nc(C3CC3)oc2c1 (configuration not stated)	i	0.5	/	-4%	-2%	-0.6%	5%	-6%	7	852	2%
Cc1c(Cl)cccc1NC(=O)CS(=O)(=O)c1ccccc1	/	/	/	-12%	0%	1.6%	2%	-9%	3	877	-1%
CCCn1nc(NC(=O)c2cccs2)c2cc3ccc(C)cc3nc21	i	0.2	/	-3%	5%	-1.2%	16%	24%	-3	668	13%
O=C(CSc1nc2ccccc2c(=O)n1Cc1ccccc1)NCc1ccco1	i	1.3	-10%	-8%	2%	-0.6%	7%	12%	/	/	3%
COc1ccc(Cn2c(=S)[nH]c3ccccc32)cc1	i	0.7	-8.7%	-1%	2%	-1.0%	18%	-5%	-19	615	0%
CCOc1ccc(C(C)=O)cc1COC(=O)c1cccnc1SC	i	0.4	-2.7%	-7%	-4%	-0.9%	2%	18%	11	703	-3%
COc1ccc(OC)c(NC(=O)CCNS(=O)(=O)c2cc(Br)cnc2N)c1	i	1.6	/	-7%	-6%	0.7%	5%	6%	-24	745	0%
COc1cc(/C=C(\C#N)C(=O)NC(C)C)cc(Cl)c1O	i	0.2	-5.5%	-2%	-39%	5.8%	11%	-14%	0	695	0%
COc1ccccc1N(Cc1cc2cccc(C)c2[nH]c1=O)C(=O)C(C)C	i	1.1	-2.3%	-1%	-6%	2.8%	-1%	10%	/	/	2%
Cc1ccc(C(=O)Nc2ccccc2N2CCCCC2)o1	i	1.9	/	5%	-4%	2.0%	1%	-1%	-32	682	-1%
O=C(c1ccc(-c2ccccc2)cc1)N1CCC(C(=O)N2CCCC2)CC1	i	0.3	-1.8%	-1%	-1%	-1.1%	-6%	-12%	-3	723	0%
O=C1CSC(c2ccccc2Cl)N1 (configuration not stated)	i	0.3	-3.8%	-8%	-1%	1.8%	3%	15%	-74	753	-3%
CCc1ccc(C2=NN(CCC(=O)NC(C)CCc3ccccc3)C(=O)CC2)cc1 (configuration not stated)	i	0.0	-5.4%	-2%	-8%	1.1%	0%	11%	-8	691	2%
CC(=O)NC1(C(Cl)(Cl)Cl)Oc2ccccc2O1	i	1.4	-1.9%	0%	10%	-1.9%	1%	4%	/	/	-1%
Fc1ccc(NC(=S)Nc2ccc(Br)cc2)cc1	i	0.3	-3.0%	-2%	-3%	1.9%	19%	-21%	-7	507	4%
C[C@@]12C(=O)N(c3ccc(F)cc3)C(=O)N1[C@@H]1c3ccccc3OC[C@@H]1[C@H]2c1ccccc1	i	1.2	/	2%	2%	2.2%	1%	-7%	-8	828	5%
CCC(C)(C)NC(=O)c1ccccc1Oc1ccccc1	i	0.3	-7.6%	-1%	-1%	0.3%	-2%	-18%	0	673	-6%

The list goes on:
SMILES	Myeloid diff MLP	Myeloid diff MLP GFP+ MAC1+ %	XIAP displacement	LYP inhibition	Dengue-2 NS5 capping	HIV fusion peptide	AID2073	HEK293 NOD2/NF-kB	Lipid droplet	Lipid droplet cells 6.5 µM	SIAH1 antagonists	others
CCn1c(CNC(=O)c2cccnc2)cc2ccccc21	i	0.8	/	-5%	6%	1.2%	10%	3%	-2	770	-2%	Dengue-2 NS5 capping pilot replicate=-5.2
CCN(CC)CCC(c1ccc(OC)cc1)c1c(O)cc(OC)cc1OC (configuration not stated)	i	0.4	/	-8%	-4%	1.3%	0%	28%	-2	717	1%
O=C(O)C1C2C=CC(C2)C1C(=O)NCc1ccc(Cl)c(Cl)c1 (configuration not stated)	i	0.7	-3.7%	-7%	0%	-0.2%	2%	-10%	0	683	5%
COc1ccccc1Oc1cn[nH]c1-c1ccc(OCC(=O)NN)cc1O	i	0.5	/	-8%	3%	-2.7%	10%	-6%	-9	405	-2%
CCN(c1ccccc1)S(=O)(=O)c1ccc(Cl)c(NC(=O)CN2CCCCCC2)c1	i	0.9	/	0%	-1%	-0.6%	6%	-16%	-14	631	-1%
Cc1cc(C)n(-c2nc3ccccc3c(=O)n2OCC(C)C)n1	i	0.4	/	-9%	1%	0.1%	-5%	25%	4	815	4%
Cc1cc(C)c(S(=O)(=O)c2ccccc2C(=O)O)c(C)c1	i	0.6	-5.0%	-5%	-3%	-0.1%	-2%	-7%	9	716	2%

Compound activity (PubChem BioAssay)

An excerpt. The share of hits here may be higher or lower than overall.
